EBNA-1 inh = EBNA-1 DNA-binding inhibitors, primary screen, biochemical, fluorescence polarization | inhibition, % at 14.8 µM | 300,000 tested, 0.34% active; in the data active means inhibition above about 28%
MEX-5 binding = MEX-5 zinc finger RNA-binding disruptors – biochemical, C. elegans, fluorescence polarization, MLPCN library, primary screen; MEX-5/FITC-TCR2 RNA binding; stronger effect = lower value; activity score (negative = inhibition of binding), % at 10 µM; Zinc finger protein mex-5 (Caenorhabditis elegans), Q9XUB2; AID 1832, 2009; 300,000 tested, 0.38% active;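 active means inhibition past about -25% in most replicates, and total fluorescence under double the plate's negative control median, limit read from the data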;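 further: 0% = DMSO and -100% = 5 µM competing unlabeled TCR2 RNA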
ZTA DNA inh = ZTA (EBV) inhibition in EBNA-1 counter-screen; ZTA-DNA binding, fluorescence polarization; AID 2234; 320,000 tested, 0.15% active; P03206; inhibition, % at 11 µM; in the data active means inhibition above about 33%
CR mimetic SO = reduction of superoxide in aged yeast, primary screen, HTS; superoxide response (% of plate mean), % at 10 µM; AID 2690, 2010; 330,000 tested, 0.18% active; S. cerevisiae aged cells, superoxide DHE fluorescence; stronger effect = lower value;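 active means superoxide response under a set limit, about three screen SD below normal, cut at about 65% in these data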;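 further: yeast aged for seven days with compound at 30 °C before DHE staining; 100% = average MFI of all compound-treated wells on the plate with controls excluded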
MCL1 BIM primary = inhibitors of MCL1 binding to BIM-BH3, primary screen, biochemical, fluorescence polarization; Induced myeloid leukemia cell differentiation protein Mcl-1 (Homo sapiens), Q07820; GST-MCL1 / FITC-Bim-BH3 fluorescence polarization; inhibition, % at 10.9 µM; 320,000 tested, 0.68% active;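 active means inhibition above the mean inhibition of all tested compounds plus 3 SD, set per campaign, cut at about 40% in these data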;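 further: 0% = DMSO wells and 100% = unlabeled Bim-BH3 peptide control; higher means more loss of mP so more displacement of Bim peptide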
Target sequence (Q07820 whole entry, looked up): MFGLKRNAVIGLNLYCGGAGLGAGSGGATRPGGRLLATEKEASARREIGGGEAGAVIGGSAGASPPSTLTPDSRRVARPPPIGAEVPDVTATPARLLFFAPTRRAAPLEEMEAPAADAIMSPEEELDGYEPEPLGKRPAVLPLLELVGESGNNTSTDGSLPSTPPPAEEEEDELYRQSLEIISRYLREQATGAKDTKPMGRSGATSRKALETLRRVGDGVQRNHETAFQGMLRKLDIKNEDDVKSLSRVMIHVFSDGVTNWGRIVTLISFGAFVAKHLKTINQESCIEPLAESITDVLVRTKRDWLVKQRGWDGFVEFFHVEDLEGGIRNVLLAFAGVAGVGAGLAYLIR
Fam108B counter = mouse Fam108B serine hydrolase inhibitors, primary screen, counter-screen for RBBP9 inhibitor project, biochemical, fluorescence polarization; recombinant Fam108B, FP-Rh probe fluorescence polarization; inhibition, % at 9.51 µM; 300,000 tested, 0.33% active; AID 1947, 2009;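 active means inhibition above the screen mean inhibition plus 3 SD, computed separately per campaign, cut at about 18% in these data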;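 further: inhibitors lower polarization as less probe binds the enzyme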
Efflux pump mplx = inhibitors of Candida efflux pumps in yeast, primary screen, S. cerevisiae, Nile Red, multiplex. S. cerevisiae Candida pump triplex. inhibition, % at 10 µM. 330,000 tested, 0.44% active. AID 485275, 2010;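 active means plate passing quality check with inhibition over a set limit, or well fluorescence over plate mean plus 4 SD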;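 further: Nile Red retained in pooled yeast measured as flow cytometry median fluorescence; 0% = buffer negative control and 100% = Enniatin B positive control; higher means more Nile Red kept so more efflux inhibition; some compounds called inactive have numbers as strong as hits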
Bcl-xL primary = inhibitors of human Bcl-xL, primary screen, biochemical, fluorescence polarization, HTS; inhibition, % at 10.9 µM; AID 2129, 2009; GST-Bcl-xL / FITC-Bim BH3 peptide fluorescence polarization; 320,000 tested, 0.7% active;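 active means inhibition above the mean of all tested compounds plus 3 SD, cutoff set per campaign, cut at about 30% in these data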;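 further: 0% = DMSO wells and 100% = unlabeled Bim-BH3 peptide competitor; inhibitors lower millipolarization by displacing the labeled peptide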
GLD-1 RNA inh = GLD-1/TGE RNA complex disruptors, primary screen, biochemical, fluorescence polarization; Female germline-specific tumor suppressor gld-1 (Caenorhabditis elegans), Q17339; purified GLD-1 + fluorescein TGE RNA; inhibition, % at 5.96 µM; 320,000 tested, 0.44% active; AID 2280, 2010;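 active means percent inhibition above a per-plate cutoff, the plate mean of test compounds plus 3 SD, cut at about 30% in these data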;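 further: 0% = DMSO wells with GLD-1 and probe and 100% = wells lacking GLD-1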
Target sequence (Q17339 whole entry, looked up): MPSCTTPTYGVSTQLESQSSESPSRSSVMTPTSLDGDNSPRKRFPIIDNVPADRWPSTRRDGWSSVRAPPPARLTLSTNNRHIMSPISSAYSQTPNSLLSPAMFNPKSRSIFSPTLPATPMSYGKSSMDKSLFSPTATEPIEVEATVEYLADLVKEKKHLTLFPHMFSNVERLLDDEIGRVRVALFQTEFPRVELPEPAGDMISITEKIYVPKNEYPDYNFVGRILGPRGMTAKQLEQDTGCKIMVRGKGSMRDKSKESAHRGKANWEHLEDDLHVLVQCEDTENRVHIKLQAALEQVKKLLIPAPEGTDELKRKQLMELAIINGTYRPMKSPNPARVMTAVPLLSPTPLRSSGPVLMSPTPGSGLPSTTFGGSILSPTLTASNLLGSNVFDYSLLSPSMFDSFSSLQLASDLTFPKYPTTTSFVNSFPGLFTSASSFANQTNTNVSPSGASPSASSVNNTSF
An asterisk follows results filed as active; . = no result given.

#1 COc1ccc(NC(=O)C(=S)NC2CCCCC2)cc1
#2 O=C(CCc1ccccc1)Nc1cc2c3c(c1)CC(=O)N3CCC2
#3 CCN1CCN(c2ccc(S(=O)(=O)N3CCOCC3)cc2NC(=O)c2ccccc2SC)CC1
#4 Cc1cc(N2CCN(c3ccc(F)cc3)CC2)n2ncnc2n1
#5 COc1cc(/C=N/N2CCN(Cc3ccc(Cl)cc3)CC2)cc(Br)c1O
#6 Cc1ccc(NCCC(=O)c2cccs2)cc1C
#7 Cc1ccccc1C(=O)NC(C)C1CC2CCC1C2 (stereo not given)
#8 Cc1cc(=O)oc2cc(NC(=O)c3ccccc3C(=O)O)ccc12
#9 Cc1cc(NC(=O)CSc2nnc(Nc3ccccc3F)s2)no1
#10 Cc1c(NS(=O)(=O)CC23CCC(CC2=O)C3(C)C)c(=O)n(-c2ccccc2)n1C (stereo not given)

compound no.,1,2,3,4,5,6,7,8,9,10
EBNA-1 inh,-2,0,1,0,1,-10,-2,-4,11,1
MEX-5 binding,-4.2,0.9,1.3,-1.4,0.6,2.3,-2.3,2.8,-0.6,-1.3
ZTA DNA inh,1,-1,8,13,-7,-4,9,0,7,19
CR mimetic SO,119,98,85,110,89,87,98,102,115,110
MCL1 BIM primary,7,-3,-12,3,-3,5,-1,-10,-14,12
Fam108B counter,1,-2,0,2,-1,-2,0,-6,-2,2
Efflux pump mplx,0.1,0.1,0.0,0.0,0.1,-0.1,0.0,0.0,0.1,0.0
Bcl-xL primary,4,3,-12,7,2,6,-1,-4,-6,2
GLD-1 RNA inh,1,0,3,-2,-1,2,5,-1,-6,6

#11 CCc1cccc(NC(=O)CCNS(=O)(=O)c2ccc3[nH]c(=O)oc3c2)c1
#12 Cc1[nH]c(=S)sc1Cc1ccc(F)cc1
#13 CCCCS/C(N)=N/N=C/c1cc(C)ccc1O
#14 O=C(Cc1ccccc1)Nc1cc(Cl)ccc1Sc1ccccc1
#15 O=C(O)c1ccccc1C(=O)c1cccs1
#16 CCCCOCCCNC(=O)N[C@H](C(=O)O)C(C)CC (stereo not given in full)
#17 COc1ccc(OC)c2[nH]c(C(=O)O)cc12
#18 CC(C)CCn1c(SCC(=O)Nc2ccccc2C(F)(F)F)nc2nccnc2c1=O
#19 O=C(NC1CCCCC1)C1CC(=O)N(CCc2ccccc2)C1 (stereo not given)
#20 CCOc1ccc(-c2nc(N)nc(C)c2-c2ccc(OC)c(OC)c2)c(O)c1

compound no.,11,12,13,14,15,16,17,18,19,20
EBNA-1 inh,7,7,-9,6,7,6,13,6,2,-5
MEX-5 binding,0.7,2.1,-1.0,1.8,2.4,-0.5,-0.4,-2.8,-0.9,.
ZTA DNA inh,8,15,13,2,5,10,5,2,-8,17
CR mimetic SO,101,100,99,86,106,100,102,102,95,94
MCL1 BIM primary,11,0,6,4,-6,-4,-7,0,-5,4
Fam108B counter,4,7,-6,1,1,-2,1,2,2,0
Efflux pump mplx,-0.1,-0.1,0.2,-0.5,0.0,0.1,-0.2,-0.4,-0.1,-0.1
Bcl-xL primary,10,12,2,4,0,-3,-6,6,-3,7
GLD-1 RNA inh,9,8,7,4,7,2,2,4,6,1

Fetched one by one from the list above:
#16 CCCCOCCCNC(=O)N[C@H](C(=O)O)C(C)CC (stereo not given in full)
#9 Cc1cc(NC(=O)CSc2nnc(Nc3ccccc3F)s2)no1
#2 O=C(CCc1ccccc1)Nc1cc2c3c(c1)CC(=O)N3CCC2
#7 Cc1ccccc1C(=O)NC(C)C1CC2CCC1C2 (stereo not given)

compound no.,16,9,2,7
EBNA-1 inh,6,11,0,-2
MEX-5 binding,-0.5,-0.6,0.9,-2.3
ZTA DNA inh,10,7,-1,9
CR mimetic SO,100,115,98,98
MCL1 BIM primary,-4,-14,-3,-1
Fam108B counter,-2,-2,-2,0
Efflux pump mplx,0.1,0.1,0.1,0.0
Bcl-xL primary,-3,-6,3,-1
GLD-1 RNA inh,2,-6,0,5

Next entries.
#21 CC(C)=C1C(=O)NN(c2cccc(Cl)c2)C1=O
#22 CCC(C)NC(=O)C1CCN(C(=O)N(C)C)CC1 (stereo not given)
#23 COc1ccc(C(=O)CSc2nnc(Cc3ccccc3)o2)cc1
#24 Cc1nccn1CC(=O)O
#25 Cc1cc(OCC(=O)Nc2cc(C(C)(C)C)on2)ccc1[N+](=O)[O-]
#26 CC(OC(=O)C1COc2ccccc2O1)C(=O)N(C)c1ccccc1 (stereo not given)
#27 COc1ccc(C(=O)Nc2ccc(-c3n[nH]c(=S)o3)cc2)cc1OC
#28 COC(=O)c1cc(C(=O)NCCN2C(=O)S/C(=C\c3cccs3)C2=O)cc([N+](=O)[O-])c1
#29 CCOc1ccc(-c2nc(C)sc2CC(=O)O)cc1
#30 Cc1ccc(C(C)C)cc1S(=O)(=O)NC1CC(C)(C)NC(C)(C)C1

compound no.,21,22,23,24,25,26,27,28,29,30
EBNA-1 inh,2,8,3,-7,-6,7,-3,2,-2,-1
MEX-5 binding,-0.6,2.9,2.0,0.1,0.2,0.4,0.1,-0.2,-1.4,0.1
ZTA DNA inh,6,-9,10,-14,-4,13,-5,1,-17,11
CR mimetic SO,87,99,97,96,109,98,84,94,104,101
MCL1 BIM primary,-14,-3,3,-1,4,3,-19,-2,-4,-5
Fam108B counter,4,-3,3,-3,1,1,3,-2,4,-1
Efflux pump mplx,-0.2,0.0,0.1,0.9,0.3,0.0,-0.2,-0.2,-0.3,0.3
Bcl-xL primary,4,-4,1,-4,3,1,-19,2,2,-2
GLD-1 RNA inh,4,0,1,5,4,2,5,-1,6,6

#31 CC(=O)N1Cc2cc(N)ccc2Oc2ccccc21
#32 Cc1ccc(/C=C/C(=O)OCC(=O)NCCN2C(=O)CSC2=O)cc1
#33 CCNc1ccc(C(=O)OCC(=O)N2CCCC2)cc1[N+](=O)[O-]
#34 COc1ccc(C(=O)N/N=C(\C)CC(=O)N2CCN(C=O)CC2)cc1
#35 CCc1nc2ccccc2c(C(=O)OCc2nnc(-c3ccccc3)o2)c1C
#36 CCOC(=O)N1CN(C(=O)OCC)CN(C(=O)OCC)C1
#37 COc1cc(/C=C2/C(=N)N3N=C(CC(=O)N4CCOCC4)SC3=NC2=O)ccc1OC(C)c1ccccc1 (stereo not given)
#38 O=C1NC2(Nc3ccccc31)C(=O)Nc1ccc(Br)cc12 (stereo not given)
#39 O=C(CSCC(=O)N1CCOCC1)Nc1nc(-c2ccccc2)cs1
#40 CC(C)(C)NC(=O)CN(Cc1cccs1)C(=O)CCN1CCc2ccccc21

compound no.,31,32,33,34,35,36,37,38,39,40
EBNA-1 inh,6,0,2,-5,1,-10,-10,-17,2,-5
MEX-5 binding,1.1,-1.9,1.4,-1.5,-0.6,1.7,3.3,-1.0,-0.2,0.8
ZTA DNA inh,-3,-2,-2,-5,-10,1,3,1,-7,-6
CR mimetic SO,98,107,99,118,88,100,100,107,94,101
MCL1 BIM primary,11,3,6,-5,-7,2,6,5,3,4
Fam108B counter,-8,-2,2,-4,-2,-8,-3,-1,0,-2
Efflux pump mplx,-0.2,0.0,0.0,0.2,0.0,0.2,-0.1,0.2,0.0,0.5
Bcl-xL primary,1,3,4,-3,0,5,3,8,3,-3
GLD-1 RNA inh,3,7,-2,-9,-1,1,-8,2,5,2

#41 O=C(N1CCCCC1)N1CCN(S(=O)(=O)c2ccccc2)CC1
#42 Cc1nc2sccn2c(=O)c1S(=O)(=O)N1CCN(c2cccc(Cl)c2)CC1
#43 COc1ccc(OC)c(N(CC(=O)NCCSC2CCCCC2)S(=O)(=O)c2ccccc2)c1
#44 Cc1ccc(S(=O)(=O)NCCCNS(=O)(=O)c2ccc(C)cc2)cc1
#45 COc1ccc(OC)c(C2=NOC(C(=O)Nc3cc(C)on3)C2)c1 (stereo not given)
#46 O=c1c2c(ncn1Cc1ccccc1)nc1n2CCC1
#47 COc1cc(-c2noc(C)c2-c2ccc(N(C)C)nc2)cc(OC)c1OC
#48 COc1ccc(CNC(=S)Nc2ccc(S(N)(=O)=O)cc2)cc1
#49 CCC(=O)Nc1ccc(Cl)c(NC(=O)C(C)C)c1
#50 CCCc1nnc(SCC(=O)Nc2cc(C)on2)n1CCOC

compound no.,41,42,43,44,45,46,47,48,49,50
EBNA-1 inh,1,-7,2,.,-10,-7,3,-6,1,1
MEX-5 binding,5.3,-0.8,1.0,.,0.4,-0.1,0.8,-0.2,1.9,0.4
ZTA DNA inh,11,11,-2,8,-5,-17,6,0,13,-4
CR mimetic SO,108,100,103,97,80,92,.,109,106,97
MCL1 BIM primary,6,2,7,14,-1,7,-2,9,-3,-2
Fam108B counter,3,0,-1,.,7,3,-1,3,4,-2
Efflux pump mplx,0.0,0.0,0.6,0.2,0.3,0.1,.,0.1,0.0,0.1
Bcl-xL primary,15,1,1,14,2,1,3,4,0,0
GLD-1 RNA inh,4,-3,0,7,0,3,2,1,-2,2

#51 CC(C)OC(=O)c1ccc(S(N)(=O)=O)o1
#52 Cc1ccccc1CCNC(=O)C1CCC(=O)N(C2CCCCCC2)C1 (stereo not given)
#53 CC(C)NC(=O)COc1coc(CN2CCN(Cc3ccccc3)CC2)cc1=O
#54 COc1ccc(CCn2c(=N)c(C(=O)NC3CCCC3)cc3c(=O)n4cccc(C)c4nc32)cc1

compound no.,51,52,53,54
EBNA-1 inh,-2,-3,7,-5
MEX-5 binding,0.2,-1.4,-1.9,-2.7
ZTA DNA inh,-6,12,-6,-2
CR mimetic SO,120,90,91,98
MCL1 BIM primary,6,9,12,6
Fam108B counter,-1,-3,4,-7
Efflux pump mplx,0.1,0.0,-0.5,0.4
Bcl-xL primary,3,2,8,11
GLD-1 RNA inh,4,-2,0,-5
